MEKK2wt PB1 HTS = modulators of MEK5 binding to wildtype MEKK2, primary screen, biochemical, multiplex bead flow cytometry, Alexa488-MEK5 | Mitogen-activated protein kinase kinase kinase 2 (Homo sapiens), Q9Y2U5 | Alexa488-MEK5 binding to MEKK2 WT; actives lie on both sides | binding response (% of control), % at 10 µM | 1.1% of 290,000 active; in the data active means binding response below about 67% or above about 130%
MEKK2mut PB1 HTS = MEK5 binding signal on mutant MEKK2 PB1, primary screen, biochemical, multiplex bead flow cytometry, Alexa488-MEK5 | Alexa488-MEK5 binding to MEKK2 mutant | percent response, % at 10 µM | 0.35% of 290,000 active; in the data active means percent response above about 24%, passing the limit was not always enough; further: inactives centre near 1; some results filed as inactive read as strong as hits
M18AAP inhibitor = PfM18AAP inhibitors, malaria aminopeptidase, primary screen, biochemical, QFRET, recombinant enzyme. H-Glu-NHMec fluorogenic cleavage. M18 aspartyl aminopeptidase (Plasmodium falciparum 3D7). inhibition, % at 7.35 µM. 1.2% of 290,000 active;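 active means inhibition above the campaign mean inhibition over all tested compounds plus 3 SD, cut at about 28% in these data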;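 further: 0% = plate median of test compound wells and 100% = 2 mM ZnCl2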
DNA FID counter = compounds displacing fluorescent DNA intercalator, primary screen, artefact control for HCV NS3 helicase inhibitor project, biochemical, FID fluorescence | DNA fluorescent intercalator displacement | inhibition, % at 7.9 µM | 0.17% of 290,000 active | AID 1845, 2009; in the data active means inhibition above about 37%;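 further: 0% = vehicle and 100% = reference compound; higher means more ethidium bromide displaced from hairpin DNA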
HCV NS3 hel inh = inhibitors of HCV NS3 helicase, primary screen, biochemical, Cy5 molecular beacon fluorescence; NS3 helicase DNA unwinding; inhibition, % at 10.9 µM; 0.56% of 290,000 active; AID 1800, 2009;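 active means inhibition above the mean of all tested compounds plus 3 SD, set per campaign, cut at about 35% in these data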;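 further: 0% = DMSO wells and 100% = thioflavine S control wells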
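Measured by: Cy5 fluorescence, 0 and 60 min reads / Assay system: NS3 helicase fragment of HCV / Control set: low DMSO, high thioflavine S at 110 µM / Times: 1 h reaction at 25 °C, ATP-initiated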
SUMO HTRF inh = inhibitors of in vitro SUMOylation cascade, primary screen, biochemical, HTRF, uHTS; SUMO-conjugating enzyme UBC9 (Homo sapiens), P63279; HTRF SUMOylation assay, SAE1/SAE2 + UBC9; inhibition, % at 35 µM; 0.36% of 290,000 active; AID 2006, 2009; in the data active means inhibition above about 50%, passing the limit was not always enough; further: strong numbers were not always called active
Target sequence (P63279 whole entry, looked up): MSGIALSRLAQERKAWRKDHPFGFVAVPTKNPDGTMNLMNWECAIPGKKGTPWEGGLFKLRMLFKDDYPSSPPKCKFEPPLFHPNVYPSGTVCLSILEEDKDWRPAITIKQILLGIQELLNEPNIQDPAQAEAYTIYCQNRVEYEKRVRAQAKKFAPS
VIM-2 inh = VIM-2 metallo-beta-lactamase inhibitors, primary screen, biochemical, epi-absorbance readout, Pseudomonas aeruginosa enzyme; AID 1527, 2009; inhibition, % at 5.6 µM; purified VIM-2, nitrocefin hydrolysis, epi-absorbance fluorescence; 0.89% of 290,000 active;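 active means inhibition above the mean of all tested compounds plus 3 SD, cutoff set per screening run, cut at about 7.5% in these data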;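 further: red hydrolysis product quenches plate fluorescence so inhibitors raise well fluorescence; 0% = enzyme with DMSO and 100% = DMSO without enzyme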
NALP1 inh = NALP1 inflammasome inhibitors in reconstituted yeast, colorimetric, S. cerevisiae, triplicate retest; S. cerevisiae NALP1/ASC/caspase-1 growth, X-gal OD620, 72 h; inhibition, % at 10 µM; 0.61% of 280,000 active; in the data active means inhibition mostly above about 24%, no sharp cut-off; inactive means mostly below about 32%; further: some compounds called inactive have numbers as strong as hits
IMP-1 inhibitor = IMP-1 metallo-beta-lactamase inhibitors, primary screen, biochemical, epi-absorbance readout, Pseudomonas aeruginosa enzyme | AID 1556, 2009 | purified IMP-1, nitrocefin hydrolysis, epi-absorbance fluorescence | 0.45% of 290,000 active | metallo-beta-lactamase IMP-1 (Pseudomonas aeruginosa) | inhibition, % at 5.6 µM;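 active means inhibition above the mean plus 3 SD of all compounds in the same screening run, cut at about 4.5% in these data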;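 further: 0% = IMP-1 with DMSO and 100% = DMSO wells lacking enzyme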
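Assay system: purified IMP-1; Quantity: IMP-1 0.2 nM before substrate addition; Medium: HEPES buffer pH 7.1 with ZnSO4 and Brij 35; Incubation: 15 min enzyme–compound preincubation, then 25 min nitrocefin reaction, 25 °C; Signal: fluorescence quenching readout, ex 480/em 530 nm; Controls: DMSO with and without IMP-1; Repeats: singlicate testing.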
An asterisk follows results filed as active; [ ] = remark or other dose.

SMILES	MEKK2wt PB1 HTS	MEKK2mut PB1 HTS	M18AAP inhibitor	DNA FID counter	HCV NS3 hel inh	SUMO HTRF inh	VIM-2 inh	NALP1 inh	IMP-1 inhibitor
CCc1ccc(NC(=O)COC(=O)CCCC2=NS(=O)(=O)c3ccccc3N2)cc1	81	-9	2	-5	-3	-20	1.0	6	-0.4
COc1ccc(N=Cc2c[nH][nH]c2=O)cc1	85	-4	0	-2	-7	23	-0.5	7	0.3
COc1ccc2[nH]c(C(=O)NCc3ccccc3)cc2c1	72	-26	-6	-4	0	9	-1.8	3	0.4
COCCn1nnnc1C(c1ccc(OC)cc1OC)N1CCN(c2ccccc2)CC1 (stereo not drawn)	103	3	-2	-21	-4	27	0.5	16	-1.3
COc1ccc(C2=NNC(c3cc(Cl)cc4c3OCOC4)C2)c(O)c1 (stereo not drawn)	89	-4	-3	-9	-3	-12	-0.6	2	-1.4
C=CCOc1ccccc1NC(=O)CN1C(=O)CNC1=O	106	3	-13	-4	-4	6	-0.6	18	-0.1
COc1cccc(C(=O)Nc2nc(-c3ccc4c(c3)OCO4)cs2)c1	115	15	2	-6	-16	-14	-3.1	41	1.0
COCCn1c(SCc2nc(N)nc(Nc3ccccc3C)n2)nc2ccccc2c1=O	104	1	-1	-29	-1	-6	-2.1	4	-2.0
Cc1ccnc(N/N=C/c2ccco2)n1	102	3	17	-4	2	10	-7.9	-8	-6.8
CCCc1nnc(-c2cc(OC)c(OC)c(OC)c2)o1	104	-1	0	-8	5	-7	-3.0	26	-2.2
COc1ccc(NC(=O)COC(=O)c2c(-c3ccccc3)noc2C)cc1	112	3	4	-21	4	2	-2.4	-10	-3.0
Cc1ccc(N2C(=O)C3C4C=CC(CNC(=S)Nc5cccc(Cl)c5)(O4)C3C2=O)cc1 (stereo not drawn)	104	-2	2	-3	15	0	-4.3	27	-2.3
C=C(C)Cn1c(CCNC(=O)C(C)C)nc2ccccc21	106	5	-5	-5	-2	7	0.2	-16	-3.5
COc1ccc(N(CC(=O)NC2CCCC2)C(=O)Cn2nnc(-c3ccc(OC)c(OC)c3)n2)cc1	95	-7	3	-26	-6	-8	-2.6	-2	-3.2
COc1cccc(C(=O)Nc2cc(C(=O)NCCc3ccccc3)ccc2Cl)c1	103	2	5	-12	-2	26	-1.5	-8	-1.6
COc1cc(=O)[nH]c(=O)n1CC(=O)c1ccccc1	104	2	-2	-4	1	-22	-3.3	15	1.0
CCCOc1ccc(C2C3=C(CCCC3=O)N(CC(=O)O)C3=C2C(=O)CCC3)cc1OCC	111	5	4	-14	5	6	-0.4	9	-2.3
C=CCOc1ccccc1CN(C(=O)CCl)c1ccc2c(c1)OCO2	104	10	13	-20	-13	9	-4.5	-1	-2.8
Cc1ccc(NC2CCCN(C(=O)c3cnsn3)C2)cc1C (stereo not drawn)	97	-9	7	-11	-2	-4	0.9	30	-0.6
CC1CN(Cc2cnc(Cl)s2)CC(C)O1 (stereo not drawn)	98	1	0	0	1	3	-3.5	5	-2.2
O=C(Nc1ccc[n+](CC(=O)c2cccc3ccccc23)c1)c1ccccc1	127	1	-5	6	-72	0	7.3	12	1.5
COc1cnc(-c2ccccn2)nc1Oc1ccc(Cl)cc1	104	3	4	-15	2	10	5.6	9	-3.6
CCCn1nnc(NC(=O)Cc2ccccc2)n1	111	16	-10	2	-1	-2	-1.6	14	-2.0
Cc1ccc(S(=O)(=O)CCC(=O)Nc2ccc(F)cc2)cc1	100	2	2	-4	-7	24	-2.2	-12	-2.3
Cc1ccn2cc(-c3cccc(S(=O)(=O)N4CCCCC4)c3)nc2c1	102	1	-6	-22	-7	10	0.6	25	-1.0

(listing goes on)
SMILES	MEKK2wt PB1 HTS	MEKK2mut PB1 HTS	M18AAP inhibitor	DNA FID counter	HCV NS3 hel inh	SUMO HTRF inh	VIM-2 inh	NALP1 inh	IMP-1 inhibitor
CCOc1ccc(NC(=O)c2nnn(CC(=O)Nc3ccccc3OC)c2N)cc1	102	1	-2	-17	0	7	-2.0	15	-3.9
COc1ccc(-n2nnnc2SCC(=O)Nc2ccccc2N2CCOCC2)cc1	95	-3	-10	-26	-3	-6	0.5	7	-3.3
O=C1CCCC(O)=C1C=NCCc1ccccc1	101	1	-1	-4	1	15	-4.1	0	-4.5
Cc1ccc(C(=O)NC(C)c2ccccc2)cc1S(=O)(=O)N1CCOCC1 (stereo not drawn)	100	4	-13	-16	-1	19	-0.8	8	-1.8
CC1CN(C2=Nc3cccc4cccc2c34)CC(C)O1 (stereo not drawn)	90	-3	-12	7	-5	39	0.9	8	0.2
COc1cccc(OC)c1C(=O)Nc1sc2c(c1C(N)=O)CCN(Cc1ccccc1)C2	99	2	5	-5	-30	9	1.7	11	1.0
CCOC(=O)c1c(-c2ccccc2Cl)csc1NC(=O)CSc1nc(C)cc(=O)[nH]1	100	-1	0	-20	22	46	-3.9	29	-3.0
CCn1c(O)c(C(C#N)=C2N=c3ccccc3=N2)c2ccccc21	99	3	-1	1	1	25	-0.9	19	-2.2
COc1ccc(S(=O)(=O)N2c3ccccc3OCC2CC(=O)O)cc1 (stereo not drawn)	108	7	-8	-26	-7	-9	-1.8	8	-4.6
Cc1ccccc1OC1C(=O)N(Cc2ccc3c(c2)OCO3)C1c1sccc1C (stereo not drawn)	89	-6	3	-4	5	19	-5.6	17	-2.2
Cc1cc(C)nc(SCC(=O)N/N=C/c2cccn2-c2cccc(C(F)(F)F)c2)n1	97	-3	5	-24	-4	14	-3.2	12	-1.7
O=C(NCc1ccco1)c1ccc(-c2cccc(Cl)c2)o1	75	-13	10	-9	7	-19	-0.6	-2	-2.0
O=C(Cn1ncc2c([nH]c3ccccc32)c1=O)N1CCOCC1	103	2	-4	-6	13	-4	-0.6	11	-3.0
Cc1ccc(S(=O)(=O)Nc2ccc(Br)cc2/C=N/n2cnnc2)cc1	104	3	26	-2	36*	43	-2.8	-7	0.4
O=C(CN1C(=O)CCS(=O)(=O)c2ccccc21)NCc1ccc(F)cc1	98	-4	-2	2	1	5	-1.5	-72	-1.6
CC1=NNC(=O)C1CC(=O)N/N=C(\C)c1cccs1 (stereo not drawn)	88	-11	5	0	11	7	-0.9	22	-1.8
CC(C)(C)c1ccc(C(=O)Oc2ccccc2CCC(=O)O)cc1	92	-16	-6	-37	21	-1	1.1	2	-0.3
Cc1ccc(CC(=O)Nc2cccnc2)cc1	86	-7	-13	4	-4	17	1.6	-4	-0.3
COC(=O)c1ccc(N2CCCCC2)c(NC(=O)c2ccco2)c1	101	0	4	-33	-8	-2	-2.4	16	-3.5
COc1ccc(C(=O)C[n+]2cccc(C)c2C)cc1[N+](=O)[O-]	60	-16	1	-2	-11	-6	-2.9	3	-1.1
O=C(O)c1sccc1S(=O)(=O)N1CCN(c2ccc(C(F)(F)F)cn2)CC1	93	-2	6	-27	-5	3	-1.7	9	-2.9
Cc1cccc(NC(=O)c2cccc(C(=O)Nc3cccc(C)c3)c2)c1	106	3	-3	-4	2	6	-3.1	-13	-2.3
CN(CCNC(=O)C1CCN(S(=O)(=O)c2cnc[nH]2)CC1)Cc1ccccc1	109	5	-6	-3	-1	13	-2.4	-19	-3.0
CCCC(=O)NCc1ccncc1	88	-7	3	-1	-2	-26	-3.2	2	-1.0
Cc1cnc(C(=O)Nc2ccc(-n3cnnn3)cc2)cn1	103	4	-7	-1	3	12	-1.9	6	-1.9

Reformatted as a markdown table: entries from further up.
| Compound | MEKK2wt PB1 HTS | MEKK2mut PB1 HTS | M18AAP inhibitor | DNA FID counter | HCV NS3 hel inh | SUMO HTRF inh | VIM-2 inh | NALP1 inh | IMP-1 inhibitor |
| --- | --- | --- | --- | --- | --- | --- | --- | --- | --- |
| CN(CCNC(=O)C1CCN(S(=O)(=O)c2cnc[nH]2)CC1)Cc1ccccc1 | 109 | 5 | -6 | -3 | -1 | 13 | -2.4 | -19 | -3.0 |
| COC(=O)c1ccc(N2CCCCC2)c(NC(=O)c2ccco2)c1 | 101 | 0 | 4 | -33 | -8 | -2 | -2.4 | 16 | -3.5 |
| Cc1ccc(C(=O)NC(C)c2ccccc2)cc1S(=O)(=O)N1CCOCC1 (stereo not drawn) | 100 | 4 | -13 | -16 | -1 | 19 | -0.8 | 8 | -1.8 |

Going on with the list:
SMILES	MEKK2wt PB1 HTS	MEKK2mut PB1 HTS	M18AAP inhibitor	DNA FID counter	HCV NS3 hel inh	SUMO HTRF inh	VIM-2 inh	NALP1 inh	IMP-1 inhibitor
Cc1ccc(C)c(NS(=O)(=O)c2cc(C(=O)Nc3ccccc3-c3ccccc3)ccc2Cl)c1	92	-1	4	-6	-7	-34	1.0	20	-1.2
C=CCn1nnnc1SCC(=O)Nc1ccc(C(=O)OC)cc1	106	4	-15	-10	8	5	-0.1	11	-0.4
CCOc1ccccc1CNC(CC)CO (stereo not drawn)	99	-3	9	0	5	14	-1.4	-5	-2.5
O=C(NCCC1=CCCCC1)C1CCN(S(=O)(=O)c2ccc(-n3cnnn3)cc2)CC1	108	7	-10	-6	-6	10	-1.6	-12	-1.6
CCN(CC)c1ccc(/C=N/NC(=O)Nc2ccccc2)cc1	80	-16	-3	-7	-5	-13	0.1	-19	0.6
CCC(C)Sc1nnc(CSc2nc3nc(C)cc(C)n3n2)o1 (stereo not drawn)	104	2	4	-15	3	12	-2.1	13	-2.6
CCOP(=O)(c1ccc(N(C)C)cc1)C(O)c1ccccc1 (stereo not drawn)	97	0	-2	2	3	10	-5.2	25	-2.1
Clc1ccc2oc(-c3cccnc3NCc3ccccc3)nc2c1	101	1	1	1	9	9	-1.7	23	-1.2
O=C(O)C(c1ccccc1)N1CCCC1 (stereo not drawn)	101	-2	-4	0	-2	-5	-1.2	5	-2.0
Cn1c2ccccc2c(=O)c2c(=O)n(C3CCCCC3)c(-c3cccs3)nc21	92	-1	-8	-9	-7	25	-0.4	10	0.8
O=S(=O)(c1ccccc1)N(CC(O)CN1CCCCC1)c1ccccc1 (stereo not drawn)	124	10	-5	3	-8	14	-2.2	5	-0.5
CCOC(=O)C1=C(C)OC2(O)c3ccccc3C(=O)C12O (stereo not drawn)	103	9	-1	-3	-1	94*	-0.5	12	-0.3
CC1CCN(CCNC(=O)CCS(=O)(=O)c2ccc(Br)cc2)CC1	114	13	3	10	-8	0	3.9	12	-0.8
C=CCNc1nc(Cl)nc(Nc2ccc(OC)cc2)n1	99	-4	2	-6	-2	-3	-0.9	1	-1.4
Cc1sc2ncnc(OCC(=O)N3CC(=O)Nc4ccccc43)c2c1C	46*[inhibitor]	-18	12	0	-3	2	2.0	-2	-1.4
COc1ccc(N2C(=O)CC(NCCNc3ccc([N+](=O)[O-])cn3)C2=O)cc1 (stereo not drawn)	105	-1	5	1	1	-8	-2.8	13	-2.3

Assay outcomes: PubChem, several laboratories

Outcome played no part in choosing rows. About 4.7% of those tested had a hit in this group.
